KDM5B inh – blocks human KDM5B histone demethylase activity | Q9UGL1 | KDM5B demethylase, FDH-coupled NADH fluorescence (FDH is formaldehyde dehydrogenase) | Potency, µM (doses to about 57.7 µM), without a hit: at the top dose activity change, negative = inhibition, most hits filed as inhibitors | hit rate 2.6% among 220,000 | AID 1347165; active = well fitted inhibition curve with a large enough effect; inconclusive = small, poorly fitted or top-dose-only effect; inactive = no such curve, though single readings can be large or run the other way; also: 0% is about no effect; nearly all actives have a fitted effect of over 70% in size
Target sequence (Q9UGL1 whole entry, looked up): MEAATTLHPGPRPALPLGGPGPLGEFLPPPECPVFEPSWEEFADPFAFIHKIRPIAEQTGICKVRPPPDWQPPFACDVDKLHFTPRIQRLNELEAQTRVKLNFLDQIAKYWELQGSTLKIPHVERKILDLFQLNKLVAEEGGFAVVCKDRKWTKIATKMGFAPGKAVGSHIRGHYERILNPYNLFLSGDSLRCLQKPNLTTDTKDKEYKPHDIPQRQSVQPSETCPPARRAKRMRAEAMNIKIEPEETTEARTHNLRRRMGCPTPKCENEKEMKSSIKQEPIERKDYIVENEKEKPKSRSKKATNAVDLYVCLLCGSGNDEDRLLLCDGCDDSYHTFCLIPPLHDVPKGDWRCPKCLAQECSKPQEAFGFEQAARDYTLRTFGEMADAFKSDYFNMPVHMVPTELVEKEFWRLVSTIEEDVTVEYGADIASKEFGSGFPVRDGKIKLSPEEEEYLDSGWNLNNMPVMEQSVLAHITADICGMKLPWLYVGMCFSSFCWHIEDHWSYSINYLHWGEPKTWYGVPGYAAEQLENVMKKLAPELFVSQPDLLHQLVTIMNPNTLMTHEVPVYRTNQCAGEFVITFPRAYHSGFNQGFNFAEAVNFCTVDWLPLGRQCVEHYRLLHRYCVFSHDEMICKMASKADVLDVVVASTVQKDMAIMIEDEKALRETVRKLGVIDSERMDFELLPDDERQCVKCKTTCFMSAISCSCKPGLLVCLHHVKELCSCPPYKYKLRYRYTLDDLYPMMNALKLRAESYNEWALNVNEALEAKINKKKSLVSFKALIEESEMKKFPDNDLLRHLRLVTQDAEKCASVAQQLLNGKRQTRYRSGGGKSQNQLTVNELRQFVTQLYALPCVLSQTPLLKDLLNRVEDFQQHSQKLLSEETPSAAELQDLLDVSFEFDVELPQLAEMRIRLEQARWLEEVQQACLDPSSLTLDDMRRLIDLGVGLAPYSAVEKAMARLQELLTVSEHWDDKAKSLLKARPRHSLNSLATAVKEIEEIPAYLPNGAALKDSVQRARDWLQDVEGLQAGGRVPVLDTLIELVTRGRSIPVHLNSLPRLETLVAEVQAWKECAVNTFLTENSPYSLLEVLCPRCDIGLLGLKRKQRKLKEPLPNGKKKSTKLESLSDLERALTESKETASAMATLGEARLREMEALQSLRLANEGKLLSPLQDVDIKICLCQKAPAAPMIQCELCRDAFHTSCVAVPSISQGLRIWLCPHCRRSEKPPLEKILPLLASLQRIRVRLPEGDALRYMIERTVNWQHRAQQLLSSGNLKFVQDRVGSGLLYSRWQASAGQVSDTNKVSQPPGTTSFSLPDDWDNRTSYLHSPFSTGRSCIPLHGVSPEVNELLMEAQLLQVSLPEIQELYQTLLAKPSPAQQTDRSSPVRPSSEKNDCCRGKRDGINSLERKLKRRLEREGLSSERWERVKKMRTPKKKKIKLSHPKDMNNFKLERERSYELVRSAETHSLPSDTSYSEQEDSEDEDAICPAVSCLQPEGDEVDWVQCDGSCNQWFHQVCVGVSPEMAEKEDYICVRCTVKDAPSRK
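Inhibition is measured as reduced NADH fluorescence generation from FDH coupling to formaldehyde release. Truncated KDM5BΔAP at 200 nM final acts on H3K4me3 peptide (12.5 µM in substrate mix) in pH 7.5 HEPES buffer with Tween-20, 30 min, room temperature.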
An asterisk follows results filed as active; i = inactive; ? = inconclusive; [ ] = another dose, or the depositor's remark. Potency is read from the fitted curve at half-maximal effect. Only part of the results is shown (hit frequency here may not be typical).

no.	molecule	KDM5B inh
1	COc1ccc(C2CC(=O)Nc3nc(C)[nH]c(=O)c32)cc1OC (configuration not stated)	17%
2	COC(OC)c1ccnc(SCc2ccccc2Cl)n1	-33%
3	Cc1ccc(NC(=O)c2ccc(F)cc2F)cc1NS(C)(=O)=O	22%
4	CC(C)C(=O)Nc1ccc(C2(C(=O)O)CCC2)cc1	-15%
5	CCS(=O)(=O)N1CCC(N2C(=O)C(OCC3CC3)C23CCCCC3)CC1 (configuration not stated)	-9%
6	CCCCN(C)C(=O)Cn1c(SCC(=O)Nc2ccc(C)c(C)c2)nc2ccccc21	-10%
7	O=C(CSc1nccc(=O)[nH]1)Nc1cccc2ccccc12	26%
8	Cc1ccc(F)c(NC(=O)c2cc3c(N4CCSCC4)nc(C)cn3n2)c1	32µM*
9	COc1ccc(CNC(=O)c2ccc3c(c2)N(C(=O)c2ccc(F)cc2)CC3)c(OC)c1	-2%
10	Cc1cc(C(C#N)c2ccc(Cl)cc2)c(Cl)cc1NC(=O)CCCc1ccccc1 (configuration not stated)	-5%
11	Clc1ccc(-c2csc(NC3CC3)n2)c(Cl)c1	2%
12	COc1cc2c(cc1OCc1ccccc1)-c1nnc(-c3ccccc3)n1C(C)(C)C2	-21%
13	COc1ccc(NC(=O)c2ccc(-c3nnc4ccc(NC(=O)C5CC5)cn34)cc2)cc1	?
14	O=S(=O)(NNC(=S)NCC1CCCO1)c1cc(Cl)ccc1Cl (configuration not stated)	10%
15	CN(CC(=O)Nc1cccc(F)c1)C(=O)c1cccc(C(=O)N(C)CC(=O)Nc2cccc(F)c2)n1	11%
16	COc1cc(C2Nc3c(C)cc(C)cc3-c3cc(C)nn32)cc(OC)c1O (configuration not stated)	?
17	CC1CN(C(=O)c2cc(-c3ccco3)[nH]n2)CCO1 (configuration not stated)	?
18	Cc1nn(-c2ccc(F)cc2)c(Oc2ccccc2)c1CCC(=O)NCC1CCCO1 (configuration not stated)	5%
19	COc1ccc2c(CNCCc3ccccc3C)c(C(=O)O)n(Cc3ccccc3C)c2c1	-24%
20	COc1ccccc1CC(=O)N1CCC(c2n[nH]c(=O)n2Cc2ccc(C)cc2)CC1	-7%
21	COc1ccc(C(=O)N2CCCC(n3cc(-c4nc(-c5ccccc5)no4)nn3)C2)cc1 (configuration not stated)	-22%
22	CCn1cc(C(=O)N2CCC3(CC2)CN(C2CCC2)CC3CO)cn1 (configuration not stated)	10µM*
23	O=C(CSc1nnc2[nH]c(=O)cc(-c3ccccc3)n12)Nc1ccccc1C(F)(F)F	?
24	CCCNC(=S)NNC(C)=O	27%
25	Nc1nnnn1Cc1nnc(SCc2ccccc2Cl)n1-c1ccccc1	13%
26	Clc1cccc(Cn2c(-c3cncs3)nc3ccccc32)c1	-17%
27	Cn1ccnc1C(=O)N1CCCC1c1nncn1Cc1ccncc1 (configuration not stated)	-11%
28	C=C(C)Cn1c(Br)nc2c1c(=O)n(C)c(=O)n2C	-15%
29	O=C(Nc1ccccc1)c1cccc(S(=O)(=O)NC2CCCC2)c1	-3%
30	Fc1ccc(Nc2nc(-c3cccc(Cl)c3)c3c(n2)-c2ccccc2OC3)c(F)c1	?
31	O=C(NC1CCCCC1)c1ccc(CSc2nc3ccncc3n2Cc2ccccc2F)cc1	-21%
32	COc1ccc(CCNC(=O)c2ccc(CNS(=O)(=O)c3ccccc3)cc2)cc1OC	-4%
33	CCn1cc(C(=O)N2CCN(c3ccccc3)CC2)c(=O)c2cc(S(=O)(=O)N3CCOCC3)ccc21	-31%
34	CCOC(=O)c1csc(NC(=O)CC[C@H]2NC(=O)c3ccccc3NC2=O)n1	-18%
35	CC(=O)N1CCN([C@H]2[C@@H]3OC[C@@H](O3)[C@@H](NCC3CCCCC3)[C@@H]2O)CC1	-25%[86.2 µM]
36	O=C(NNc1ncnc2c1cnn2-c1ccccc1)C1CCCCC1	25%
37	O=C(c1ccco1)N1CCN(c2cc(-c3cccs3)[nH]n2)CC1	?
38	Clc1cccc(-n2ncc3c(NCCCN4CCOCC4)ncnc32)c1	-18%
39	N#C/C(=C\c1cccc(Oc2ccccc2)c1)C(=O)Nc1cc(C(F)(F)F)ccc1Cl	?
40	CC1=CCC2C(C)(CC[C@H](O)C2(C)C)C1COc1ccc2ccc(=O)oc2c1 (some centres not stated)	276%[activator]
41	Cn1cc(NC(=O)C2CC(=O)N(c3n[nH]c4cccc(F)c34)C2)cn1 (configuration not stated)	-16%
42	Cc1ccc(S(=O)(=O)N2CCCCC2)cc1NC(=O)COC(=O)C1CC1	16%
43	CC(=O)N1CCCc2cc(S(=O)(=O)N3CCCC(C(=O)NC(C)C)C3)ccc21 (configuration not stated)	19%
44	CN1c2cc(C(=O)Nc3ccc(Cl)c(F)c3)ccc2C(=O)N2CCCCCC21 (configuration not stated)	i
45	CCCS(=O)(=O)N1CCC2(CC1)CN(C(C)=O)CC2COC (configuration not stated)	?
46	Cn1c(=O)c2c(nc(CN3CCN(Cc4ccccc4)CC3)n2Cc2cccc(Cl)c2)n(C)c1=O	-4%
47	CCOC(=O)C1CCN(C(=O)c2ccc(OCC(=O)Nc3cccc(C(F)(F)F)c3)cc2)CC1	8%
48	Cc1cc(NC(=O)CSc2ncc(C(=O)Nc3ccc(Cl)cc3)c(=O)n2C)no1	-8%
49	COc1ccc(-c2c(C#N)c(SCC(=O)Nc3ccccc3C)nc(C)c2C(=O)Nc2ccccc2)cc1OC	?
50	O=C(O)c1cc2ccc3cccnc3c2[nH]1	8%

The closing 2 records of the section before are carried over, then new ones follow.
no.	molecule	KDM5B inh
49	COc1ccc(-c2c(C#N)c(SCC(=O)Nc3ccccc3C)nc(C)c2C(=O)Nc2ccccc2)cc1OC	?
50	O=C(O)c1cc2ccc3cccnc3c2[nH]1	8%
51	COC(=O)CNC(=O)Cn1cc(C(C)=O)c2ccccc21	-10%
52	COc1ccccc1C(=O)N1CCC(c2n[nH]c(=O)n2-c2ccc(C)cc2)CC1	17%
53	C/C(=N/N=C(/C)c1ccc[nH]1)c1ccc[nH]1	-19%
54	CCSc1nc2c([nH]c3ccccc32)c(=O)n1-c1ccc(OC)cc1	-5%
55	O=C1NC2(CCN(C(=O)c3ccc4c(c3)OCO4)C2)OCc2ccccc21 (configuration not stated)	15%
56	Cc1oc2ccn(Cc3ccccc3F)c(=O)c2c1C(=O)NCc1cc(F)cc(F)c1	-23%
57	COc1ccc2oc(C(=O)OC(C)C#N)c(C)c2c1 (configuration not stated)	?
58	CC(C)CNC(=O)COc1cc(O)c2c(=O)cc(-c3ccccc3)oc2c1	15%
59	COc1ccccc1C(=O)N1CCc2c(c(-c3nncn3C(C)C)nn2C)C1	?
60	COc1cc(CN2CCN(Cc3cnc(C)s3)CC2CCO)cc(OC)c1 (configuration not stated)	-11%
61	COc1ccc(NC(=O)C2CCCN(S(=O)(=O)c3c(C)[nH]c(=O)[nH]c3=O)C2)cc1 (configuration not stated)	-18%
62	Cc1nnc([C@H]2CCN(CCCc3ccccc3)C2)o1	-27%[115 µM]
63	CSc1cccc(NC(=O)c2cccc(C)c2)c1	6%
64	CC(C)C1=NOC2(CCCN(CC3CCCCC3)C2)C1 (configuration not stated)	-15%[149 µM]
65	CC(C)CN(Cc1cc2ccccc2[nH]c1=O)C(=O)c1ccco1	?
66	CCOC(=O)c1cccc(NC(=O)c2ncoc2-c2ccc(OC)cc2)c1	4%
67	C/C(=N/O)c1cc(C(C)(C)C)cc2c1CCC2(C)C	-8%
68	CN1CCN(c2nc3c(c(=O)[nH]2)CCN(Cc2cn[nH]c2-c2ccc(F)cc2)CC3)CC1	9%
69	Cc1ccc(-c2noc(-c3ccc(NC4CCCC4)c([N+](=O)[O-])c3)n2)cc1	-8%
70	CC(C)Sc1nc2sc3c(c2c(=O)n1-c1ccccc1)CCCC3	-10%
71	O=C(c1cccs1)N(Cc1cccnc1)c1nc2c(Cl)cccc2s1	?
72	O=C(c1ccc(Cl)nc1)N1CCC2(CC1)CCN(Cc1cccs1)c1ccccc1O2	?
73	COc1ccc(C(=O)N(C)c2ccccc2C(=O)NCCc2ccccc2)cc1	-26%
74	Fc1ccc(CN(Cc2cccs2)C2CC2)cc1	20%
75	O=C(NC1CCCc2c1[nH]c1ccc(Cl)cc21)c1ccncc1 (configuration not stated)	-18%
76	CSc1ncccc1C(=O)OCC(=O)c1ccc2c(c1)NC(=O)CO2	-9%
77	Cc1nc2ccccn2c(=O)c1NC(=O)c1ccc(C(F)(F)F)cc1	-11%
78	CN(Cc1cccnc1)c1nc2c(c(=O)[nH]1)CCN(Cc1ccc(F)c(Cl)c1)CC2	-14%
79	CC(=O)c1c(C)[nH]c(C(=O)C(C)Oc2ccc(C(=O)c3ccc(F)cc3)cc2)c1C (configuration not stated)	5%
80	Cc1ccc(C(=O)N2CCN(C)CC2)cc1S(=O)(=O)N1CCOCC1	-4%
81	O=C(CSc1nc2cc(Cl)ccc2s1)NC1CCCCC1	10%
82	O=[N+]([O-])c1ccc(N/N=C/c2cccs2)c(S(=O)(=O)Nc2ccccc2Cl)c1	12%
83	CN(C)C(C(=O)NCc1nnc2n1CCCC2)c1cccc(F)c1 (configuration not stated)	?
84	NC(=O)CN1CC2(CCC1=O)CCN(CC1CCCCO1)CC2 (configuration not stated)	10%
85	Cc1ccc2c(=O)cc(C(=O)NCc3ccccc3)oc2c1	-2%
86	CC(C)CN(C(=O)C1=COCCO1)c1c(N)n(Cc2ccccc2)c(=O)[nH]c1=O	12%
87	COc1ccc(-n2cc(-c3ccc4c(c3)OCO4)n(CC(=O)Nc3cc(Cl)ccc3C)c2=O)cc1	16%
88	O=C(c1ccc2ccnn2c1)N1CCOCC1	?
89	CCCCCCCC(=O)N/N=C/c1ccncc1	5%
90	CC(NC(=S)NNC(=O)CCc1ccccc1)c1ccccc1 (configuration not stated)	31%
91	Cc1ccc(C)c(CN2C(=O)c3ccccc3S(=O)(=O)c3ccc(C(=O)N4CCc5ccccc54)cc32)c1	-11%
92	CN1CCCCCCN(Cc2ccccc2)[C@H]2CCC[C@H]2C1=O	?
93	c1ccc2oc(-c3nccn3CCc3noc(C4CCCO4)n3)cc2c1 (configuration not stated)	?
94	CCOC(=O)C1CCN(C(=O)C2COC3(CCCCC3)N2C(=O)c2ccc(CC)cc2)CC1 (configuration not stated)	-11%
95	COc1c(F)cccc1CN1CCOc2cc([S+](=O)([O-])N(C)C)ccc2C1	-13%[86.2 µM]
96	Cc1ccsc1-c1[nH]nc2ncc(-c3cccc(O)c3)nc12	?
97	O=C([C@@H]1C[C@H](Oc2ccccc2)CN1S(=O)(=O)c1cccs1)N1CCOCC1	1%
98	O=C(NCCc1ccc(Cl)cc1)c1nc(-c2cccc(F)c2)c2cnccn12	28µM*
99	O=C(NC1CCCCC1)C1CN(C(=O)c2ccccc2F)CC12CCOCC2 (configuration not stated)	-7%
100	CC(C)[C@H](NC(=O)OC(C)(C)C)C(=O)N/N=C/c1ccc2nccnc2c1	-2%

Sorted by length of the SMILES (ascending): some entries from above
no.	molecule	KDM5B inh
88	O=C(c1ccc2ccnn2c1)N1CCOCC1	?
90	CC(NC(=S)NNC(=O)CCc1ccccc1)c1ccccc1 (configuration not stated)	31%
82	O=[N+]([O-])c1ccc(N/N=C/c2cccs2)c(S(=O)(=O)Nc2ccccc2Cl)c1	12%

Further compounds.
no.	molecule	KDM5B inh
101	COc1ccc2c(ccn2CCC(=O)Nc2ccc3c(c2)C(=O)N2CCC[C@H]2C(=O)N3)c1	-16%
102	CCn1nc(C(=O)OCC(=O)Nc2c(Cl)cc(Cl)cc2Cl)c2ccccc2c1=O	25%
103	Cc1ccc(-n2c3nc(=O)[nH]c(=O)c-3cc3c(C)nn(-c4ccccc4)c32)c(C)c1	i
104	CC(C)(C)OC(=O)N1CCC(c2c(C(=O)NCCN3CCOCC3)cnn2-c2cccc(F)c2)CC1	-9%
105	COc1ccc(F)cc1-c1nc2ccc(-c3ccc(OC)c(OC)c3OC)cc2o1	i
106	CCOc1ccccc1N(C)C(=O)Cn1cnc2onc(-c3ccc(F)cc3)c2c1=O	-4%
107	CCc1nc(SCC(=O)NCC2CCCO2)c2c(=O)n(C)c(=O)n(C)c2n1 (configuration not stated)	3%
108	COc1ccc(CN2CCc3oc(C)c(C(=O)N4CCOCC4)c3C2)cc1	-28%
109	Cc1ccc(C(=O)N2CCn3c(nnc3C3CC3)C2)cc1	8%[86.2 µM]
110	CCc1ccc(Cn2c(CNS(=O)(=O)c3ccc4c(c3)CCCC4)nc3cccnc32)cc1	-18%
111	CC(C)CN(Cc1cnn(C)c1)C(=O)c1cccc(OCC(N)=O)c1	-12%
112	COCCC1(CO)CCCN(C(=O)CCc2c(C)noc2C)C1 (configuration not stated)	-8%
113	O=C(NCC12CCC=C1N(Cc1ccccc1)C(=O)CC2)c1cccnc1 (configuration not stated)	-29%
114	CC(=O)Nc1ccc(-c2csc(NCc3ccco3)n2)cc1	-7%
115	O=C(c1cc2c(s1)-c1ccc(Cl)cc1SC2)N1CCC(Cc2ccccc2)CC1	?
116	Cc1cc(C(=O)COC(=O)Cc2n[nH]c(=O)c3ccccc23)c(C)n1C1CC1	19%

Compounds 101 to 104 from above:
no.	molecule	KDM5B inh
101	COc1ccc2c(ccn2CCC(=O)Nc2ccc3c(c2)C(=O)N2CCC[C@H]2C(=O)N3)c1	-16%
102	CCn1nc(C(=O)OCC(=O)Nc2c(Cl)cc(Cl)cc2Cl)c2ccccc2c1=O	25%
103	Cc1ccc(-n2c3nc(=O)[nH]c(=O)c-3cc3c(C)nn(-c4ccccc4)c32)c(C)c1	i
104	CC(C)(C)OC(=O)N1CCC(c2c(C(=O)NCCN3CCOCC3)cnn2-c2cccc(F)c2)CC1	-9%
